TTR transcr act: TTR transcription activation, primary screen; actives 1.3% (n = 92,000); activation, % at 16.7 µM; AID 1117267; SH-SY5Y TTR promoter Gaussia luciferase, luminescence; 100% = recombinant luciferase protein wells;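 active = activation above the mean of all tested compounds plus 3 SD, cut at about 9.5% in these data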;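 note: cells exposed to compounds for one day before reading; 0% = median of all test compound wells on the plate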
An asterisk follows results filed as active. These rows are one share of the data, so the mix of outcomes need not match the whole.

SMILES	TTR transcr act
N/C(CCS(=O)(=O)c1ccc(Cl)cc1)=N\OC(=O)c1ccccc1C(F)(F)F	-3.2
CC1(C)CC(=O)C(CSC(=O)c2ccccc2)C(=O)C1	-0.9
CC(C)(O)C(O)COc1c2ccoc2cc2oc(=O)ccc12 (stereo unspecified)	2.8
Cc1ccc(Sc2oc(/C=N/n3cnnc3)cc2Br)cc1	-1.6
c1ccc(-c2ccc(CN3C[C@@H]4C(c5ccccc5)C5(c6cccnc6)CC4(C5)[C@H]3c3ccccc3)cc2)cc1 (stereo partly specified)	-1.9
O=C(Nc1ccc(O)c2c(=O)cc(-c3ccccc3Cl)oc12)c1ccc(F)cc1	2.5
Cc1cccc(OCCn2c(=O)sc3ccccc32)c1	2.8
CCn1c(O)c(C=NCc2ccccc2)sc1=S	-1.1
Cc1c(C(=O)Nc2nccs2)oc2ccc(Br)cc12	-0.8
O=S(=O)(c1ccccc1Oc1ccc(Cl)cc1Cl)N1CCCCC1	5.4
Cc1cc(C)c2c(=O)[nH]c(SCc3ccccc3C)nc2n1	-1.2
O=C(Cc1ccccc1)Nc1ccc(NC(=O)c2cccs2)cc1Cl	-1.3
CCc1ccc(S(=O)(=O)Nc2cccc(-c3ccc4nncn4n3)c2)s1	5.8
CC1=C(C(=O)Nc2ccccc2C)C2(CCCCC2)C(C(N)=O)C(=S)N1 (stereo unspecified)	0.5
CCOc1ccccc1C1NC(=O)NC(C)=C1C(=O)OCc1ccccc1 (stereo unspecified)	-0.4
C[C@H]1CN([C@@H](C)CO)S(=O)(=O)c2ccc(-c3ccncc3)cc2O[C@H]1CN(C)C(=O)c1cccc(F)c1	-0.4
CCOC(=O)Cc1csc(NC(=O)COc2ccc3c(C)cc(=O)oc3c2)n1	-0.4
CC1(C)Cc2ccccc2C2=C(C(=O)N3CCCCCC3)C(=O)C(=O)N21	1.8
CCOC(=O)c1c(C)[nH]c(C)c1C(=O)COC(=O)c1cccnc1OCC	1.1
CC1SC(=NC(=O)c2ccncc2)NC1=O (stereo unspecified)	3.0
CCOc1ccccc1NC(=O)CSc1nnc(-c2ccccn2)n1Cc1ccco1	-1.3
Cc1ccccc1-n1c(C)nnc1SCC(=O)N1CC(=O)Nc2ccccc21	3.9
C=CCCC(=O)N1C[C@H]2CON(C)[C@H]2C[C@H]1c1ccccc1Br	0.2
CC(Oc1ccccc1)C(=O)Nc1oc(-c2ccco2)c(-c2ccco2)c1C#N (stereo unspecified)	-0.1
Cc1cc(NS(=O)(=O)c2ccc(NC(=O)CNS(=O)(=O)c3ccccc3)cc2)nc(C)n1	-1.1
CN(CC(=O)NCCC1=CCCCC1)S(=O)(=O)c1ccc2c(c1)c(=O)n(C)c(=O)n2C	-1.5
CC(=O)c1ccc(NC(=O)c2cn(C)c(=O)c3ccccc23)cc1	-0.5
COc1ccc(C)cc1-n1c(SCC(=O)NC2CC2)nc2ccccc2c1=O	-1.6
C[C@@H]1CC[C@@]2(O[C@H](CCO)C[C@H](O)[C@H]2O)O1	-1.0
c1ccc(C(CN2CCOCC2)c2ccccc2)cc1	-2.4
COc1ccc(NS(=O)(=O)c2cc(C(=O)NNC(=O)c3ccncc3)ccc2OC)c(OC)c1	1.4
CC(=O)Oc1ccc(CCC(C)OC(C)=O)cc1 (stereo unspecified)	-2.6
COc1ccc(OC(=O)N2CCOCC2)cc1	-0.7
COc1ccc(Oc2ccc(C(F)(F)F)cc2NC(=O)c2ccc(C)cc2)cc1	0.9
Cc1c(OCC(=O)N[C@@H](Cc2c[nH]c3ccccc23)C(=O)O)ccc2c1oc(=O)c1ccccc12	1.5
COc1cc(C(=O)Nc2c(C)cc(C)cc2C)c(Br)c(OC)c1OC	-0.5
CCOc1cc(C(=O)N/N=C/C(Br)=C/c2ccccc2)cc(OCC)c1OCC	-0.4
CC1(c2nnnn2-c2ccc3c(c2)OCCO3)CCC(=O)N1CCCN1CCOCC1 (stereo unspecified)	-0.1
O=C(OCCSCCOC(=O)C1CC=CCC1)C1CC=CCC1 (stereo unspecified)	-1.8
CCCCCCSc1nsc(NC(=O)CCC)n1	0.8
Cc1ccc(C)c(OCCC(=O)NCCc2ccc(Cl)cc2)c1	0.2
CC1(C)CC(=O)C(CC(=O)N2CCC(Cc3ccccc3)CC2)C(=O)C1	-0.9
CCOc1ccc(/C=N/Nc2ccccn2)cc1	-2.2
O=C(NCc1cccs1)C1CC(O)CN1C(=O)Nc1ccccc1 (stereo unspecified)	3.9
O=C(c1ccncc1)N1CCN(S(=O)(=O)c2ccc3ccccc3c2)CC1	-2.0
CC(=O)c1ccc(Nc2cc(C)nc3ncnn23)cc1	1.6
COc1ccc(C2CCCCC2SCC(=O)O)cc1OC (stereo unspecified)	2.1
CCOc1ccccc1N(CC(=O)N1CCc2ccccc2C1)S(C)(=O)=O	0.5
COC(=O)c1ccc(CN2CC3CC(c4ccccc4)N4CCCC34C2=O)cc1 (stereo unspecified)	1.3
N/C(Cc1cccs1)=N\OC(=O)COc1ccccc1Cl	11*
Cc1nn(-c2ccccc2)c(=S)c2ccccc12	0.2
COCCNS(=O)(=O)c1ccc2c3c(cccc13)C(=O)N2C	-1.5
CC(=O)c1ccc(N/N=C2/CCCNC2=O)cc1	0.3
c1ccc(-c2noc(COc3ccc4c(c3)OCO4)n2)cc1	0.8
CN(CCc1ccccc1)C(CCc1ccccc1)C(=O)Nc1ccc2c(c1)OCCO2 (stereo unspecified)	-0.6
Clc1ccccc1Nc1nnc(-c2ccncc2)s1	9.5
COCCCNC(=O)CN1C(=O)/C(=C/c2ccccc2)Sc2ccccc21	-2.0
CC1=CC(C)(C)NC(=S)N1c1ccc2ccccc2c1	1.4
O=C(COc1ccccc1)NNc1nc2c(F)cccc2s1	-0.5
CCc1ccccc1NC(=S)NNC(=O)c1ccccc1Cl	0.5
Continued:
SMILES	TTR transcr act
Cc1noc(C)c1COc1ccc(C(=O)OCC(=O)N2c3ccccc3NC(=O)C2(C)C)cc1	-6.0
COc1ccc(-c2nc3ccc(Br)cn3c2Cc2ccccc2C(F)(F)F)cc1OC	-0.3
CCO[C@@H]1OC(C(N)=O)=C[C@H](C2CCCCC2)[C@H]1CCCO	-2.9
C=CCOc1cccc(/C=N/NC(=O)CC(=O)NC2CCCCC2)c1	-1.6
O=S(=O)(NC1CCN(Cc2ccccc2)CC1)c1ccc(Cl)cc1	1.6
C[C@H]1CN([C@@H](C)CO)C(=O)CCCn2nncc2CO[C@@H]1CN(C)S(=O)(=O)c1ccccc1	1.7
O=c1oc2ccccc2c(N2CCOCC2)c1[N+](=O)[O-]	-0.3
O=C(CCCOc1ccc(Cl)cc1Cl)NN1CCOCC1	-0.6
CCCN1CCC(=O)N([C@H](CSc2ccccc2)c2ccccc2)CC1	-0.2
c1ccc2c(c1)CC(N1CCCCC1)c1ccccc1N2 (stereo unspecified)	-0.9
COc1cccc(NC(=O)C(Sc2nc3ccccc3c(=O)n2CC(C)C)c2ccccc2)c1 (stereo unspecified)	1.5
CCCCn1c(=O)[nH]c2nc3cc(N)ccc3nc2c1=O	1.2
C[C@H]1[C@@H](O)CC[C@@]23CCCN2C(=O)CCC[C@@H]13	0.8
CCOC(=O)c1cccc(NC(=O)CCn2nc(C)c(S(=O)(=O)N3CCCCC3)c2C)c1	-1.5
COCCn1c(C)cc(C(=O)COC(=O)CCN2C(=O)c3ccccc3C2=O)c1C	-1.4
O=C1c2ccccc2C(Nc2cccc(C(F)(F)F)c2)N1Cc1ccco1 (stereo unspecified)	2.8
Cc1ccc(CN2CC(C(=O)N3CCN(S(=O)(=O)c4cc(C)ccc4C)CC3)CC2=O)cc1 (stereo unspecified)	-2.0
O=S(=O)(c1ccc(NC(=S)N/N=C/c2c3ccccc3cc3ccccc23)cc1)N1CCOCC1	-0.8
CCC(CC)c1nnc(NC(=O)CS(=O)(=O)Cc2ccccc2)s1	-1.2
Cc1cc(OC(C)C(=O)NCC2CCC(C(=O)O)CC2)c2c(C)cc(=O)oc2c1 (stereo unspecified)	-1.0

Some of these compounds in order of SMILES length, descending.
SMILES	TTR transcr act
c1ccc(-c2ccc(CN3C[C@@H]4C(c5ccccc5)C5(c6cccnc6)CC4(C5)[C@H]3c3ccccc3)cc2)cc1 (stereo partly specified)	-1.9
Cc1c(OCC(=O)N[C@@H](Cc2c[nH]c3ccccc23)C(=O)O)ccc2c1oc(=O)c1ccccc12	1.5
Cc1noc(C)c1COc1ccc(C(=O)OCC(=O)N2c3ccccc3NC(=O)C2(C)C)cc1	-6.0
CCOC(=O)c1cccc(NC(=O)CCn2nc(C)c(S(=O)(=O)N3CCCCC3)c2C)c1	-1.5
COc1cccc(NC(=O)C(Sc2nc3ccccc3c(=O)n2CC(C)C)c2ccccc2)c1 (stereo unspecified)	1.5
N/C(CCS(=O)(=O)c1ccc(Cl)cc1)=N\OC(=O)c1ccccc1C(F)(F)F	-3.2
Cc1cc(OC(C)C(=O)NCC2CCC(C(=O)O)CC2)c2c(C)cc(=O)oc2c1 (stereo unspecified)	-1.0
COc1ccc(-c2nc3ccc(Br)cn3c2Cc2ccccc2C(F)(F)F)cc1OC	-0.3
CCOc1cc(C(=O)N/N=C/C(Br)=C/c2ccccc2)cc(OCC)c1OCC	-0.4
CCc1ccc(S(=O)(=O)Nc2cccc(-c3ccc4nncn4n3)c2)s1	5.8
CCCN1CCC(=O)N([C@H](CSc2ccccc2)c2ccccc2)CC1	-0.2
O=C(Cc1ccccc1)Nc1ccc(NC(=O)c2cccs2)cc1Cl	-1.3
COCCNS(=O)(=O)c1ccc2c3c(cccc13)C(=O)N2C	-1.5
CC1(C)CC(=O)C(CSC(=O)c2ccccc2)C(=O)C1	-0.9
O=C(OCCSCCOC(=O)C1CC=CCC1)C1CC=CCC1 (stereo unspecified)	-1.8
CC1=CC(C)(C)NC(=S)N1c1ccc2ccccc2c1	1.4
c1ccc(C(CN2CCOCC2)c2ccccc2)cc1	-2.4
COc1ccc(OC(=O)N2CCOCC2)cc1	-0.7

Later entries.
SMILES	TTR transcr act
C/C(=N\NC(=O)c1cccc([N+](=O)[O-])c1)c1ccncc1	0.9
CC(=O)NCCN=Cc1sc2ccccc2c1O	0.6
Cc1ccc2nc(-c3ccc(SCC(=O)Nc4ccc5c(c4)OCCO5)nc3)[nH]c2c1	-1.4
CCCCn1nc2cc(C(=O)N(CC)c3ccc(OC)cc3)ccc2c1OCC	13*
CCOC(=O)c1c(NC(=O)COC)sc(C(C)=O)c1C	5.3
Cc1cc(OCC(=O)N2CCN(c3cccc(Cl)c3)CC2)c2c(C)c(C)c(=O)oc2c1	2.6
O=C1c2ccccc2C(=O)N1Nc1ccc([N+](=O)[O-])cc1[N+](=O)[O-]	0.4
Cc1ccc(NC(=S)N2CCOCC2)cc1	-2.0
O=C(O)CC(c1ccccc1)N1C(=O)c2ccccc2C1=O (stereo unspecified)	-0.9
COC(=O)CN1C(=O)CC(C)(C)Sc2ccccc21	0.0
COc1ccc(Nc2cc3n(c(=O)n2)CCc2cc(OC)c(OC)cc2-3)cc1	-2.2
O=S(=O)(Oc1ccccc1/C=N/n1cnnc1)c1ccccc1	0.1
COC(=O)c1cc2c(ccn2-c2ccc(F)cc2)n1Cc1ccc(OC)cc1	1.1
O=C(COC(=O)c1ccc(O)cc1)Nc1ccc(OC(F)F)cc1	0.7
CC(C)n1nnnc1C1(C)CN(S(C)(=O)=O)CC(=O)N1Cc1cccc(C(F)(F)F)c1 (stereo unspecified)	-1.2
Cc1ccc2c(c1)C(c1ccc(F)cc1)N(C(=O)c1cc3ccccc3oc1=O)CC(=O)N2 (stereo unspecified)	-1.1
CSc1ccc(/C=C/C(=O)NC(=O)c2ccccc2O)cc1	2.6
COc1ccc(N(CC(=O)NCCSc2ccccc2)S(=O)(=O)c2ccccc2)cc1OC	-1.6
CCOC(=O)C1CCN(C(=O)c2cccs2)CC1	1.6
O=C(COC(=O)c1cn(-c2ccccc2)nc1-c1ccc(F)cc1)Nc1ncc(Cl)cc1Cl	0.1
CN(Cc1ccco1)C(=O)c1ccc(OC2CCN(Cc3ccccn3)CC2)cc1	-1.8
CC(C)(C)c1ccc(C(=O)NCCN2CCOCC2)cc1	-0.8
CC1(C)Cc2c(cnn2-c2cccc(F)c2)C(NC(=O)c2ccc[n+]([O-])c2)C1 (stereo unspecified)	-1.4
Cc1nc2nc(COc3ccccc3)[nH]n2c(=O)c1Cc1ccccc1	-3.2
CCOc1cc(/C=N/N=C2/NC(=O)C(CC(=O)O)S2)ccc1OCc1ccc(Cl)cc1 (stereo unspecified)	-0.6
COCCC(=O)N1CCC(Oc2ccc(C(=O)N3C[C@@H](C)O[C@@H](C)C3)cc2)CC1	0.1
COCCn1c(-c2ccc(Br)cc2)nc2oc3cc(OC)ccc3c(=O)c2c1=O	-3.2
Cc1cccc(-c2ccc3c(c2)C2CC3CCN2Cc2ccc3c(c2)OCO3)c1 (stereo unspecified)	-0.3
CCOC(=O)c1c(N)c(C#N)cn1-c1ccccc1	-1.1
COc1ccc(NC(=O)C(OC(=O)Cn2cnc3c2c(=O)n(C)c(=O)n3C)c2ccccc2)cc1Cl (stereo unspecified)	-0.2
CC1CCCCC1NC(=O)CCCCCn1c(=S)[nH]c2ccccc2c1=O (stereo unspecified)	0.4
O=C(Nc1ccn(CCCN2CCN(c3ccccn3)CC2)c(=O)n1)OCc1ccccc1	2.5
CC(C)(C)n1nnnc1C(c1ccc(C(F)(F)F)cc1)N(Cc1ccc(F)cc1)Cc1ccco1 (stereo unspecified)	-2.1
COc1ccc(Br)cc1/C=C/C(=O)Nc1c(C)cccc1C	-2.2
COc1ccc2oc(=O)c(/C(C)=N/Nc3ccccc3)cc2c1	-0.3
Cc1nnc(C)n1/N=C/c1ccc(O)cc1	-0.6
O=C(O)CC(NC(=O)C12CC3CC(CC(C3)C1)C2)c1ccc(F)cc1 (stereo unspecified)	-0.2
Cc1cc(O)c(-c2cc(C(=O)Nc3cccnc3)[nH]n2)cc1C	-0.3
C[C@@H]1CN([C@H](C)CO)C(=O)CCCn2cc(nn2)CO[C@H]1CN(C)C(=O)Nc1ccc2c(c1)OCO2	-1.5
Cc1cccc2cc(C#N)c(SCc3nnc(-c4ccccc4[N+](=O)[O-])o3)nc12	0.7
Cc1nc(C)n(CC(C)C(=O)N2CCN(S(=O)(=O)c3ccc(Cl)cc3)CC2)n1 (stereo unspecified)	-2.3
O=C(COc1c(Cl)cccc1Cl)Nc1ccccc1N1CCCC1	0.8
COc1ccc(OC)c(S(=O)(=O)NC(C)c2cnn(-c3ccccn3)c2C)c1 (stereo unspecified)	2.9
CC(=O)OCc1nc2ccccc2s1	0.5

Bioassay records as filed in PubChem BioAssay.
